MEKK2mut PB1 HTS – signal of MEK5 binding to mutant human MEKK2 PB1 domain. bead flow cytometry, Alexa488-MEK5 binding to MEKK2 mutant. percent response, % at 10 µM. actives 0.35% (n = 290,000). AID 1530; in the data active = percent response above about 24%, passing the limit was not always enough; note: inactives centre near 1; some results filed as inactive read as strong as hits; reference of the scale not given here
PHOSPHO1 inh – inhibitors of human PHOSPHO1 phosphatase; inhibition, % at 13.3 µM; actives 1.1% (n = 290,000); Q8TCT1; recombinant PHOSPHO1, absorbance phosphatase assay; in the data active = inhibition above about 60%
OXTR agonist – human OXTR agonism; CHO-OTR cells, Fluo-8 calcium fluorescence; normalized: DMSO 0%, oxytocin 100%; actives 0.32% (n = 320,000); AID 2435; activation, % at 3 µM; P30559;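 active = activation above the mean of all tested compounds plus 3 SD, cutoff set per screening run, cut at about 20% in these data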;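 note: peak over basal fluorescence ratio from a 100 s FLIPR kinetic read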
NALP1 inh – inhibitors of NALP1 inflammasome in yeast; S. cerevisiae NALP1/ASC/caspase-1 growth, X-gal OD620, 72 h; inhibition, % at 10 µM; actives 0.61% (n = 280,000); in the data active = inhibition mostly above about 24%, no sharp cut-off; inactive = mostly below about 32%; note: some compounds called inactive have numbers as strong as hits
GalR3 antagonist – antagonists of human GalR3; O60755; HEK293 GalR3-CNG cAMP membrane potential fluorescence; galR3 body fused to GalR1 C-terminus; inhibition, % at 3 µM; actives 0.44% (n = 360,000); AID 651719;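 active = inhibition above the screen-wide average plus 3 SD, cut at about 13% in these data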;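 note: forskolin and galanin both at EC90 stimulate the cells; cAMP rise reported by CNG channel membrane potential dye signal; 0% = forskolin plus galanin with DMSO and 100% = forskolin alone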
Target sequence (O60755 1-299 limits assumed): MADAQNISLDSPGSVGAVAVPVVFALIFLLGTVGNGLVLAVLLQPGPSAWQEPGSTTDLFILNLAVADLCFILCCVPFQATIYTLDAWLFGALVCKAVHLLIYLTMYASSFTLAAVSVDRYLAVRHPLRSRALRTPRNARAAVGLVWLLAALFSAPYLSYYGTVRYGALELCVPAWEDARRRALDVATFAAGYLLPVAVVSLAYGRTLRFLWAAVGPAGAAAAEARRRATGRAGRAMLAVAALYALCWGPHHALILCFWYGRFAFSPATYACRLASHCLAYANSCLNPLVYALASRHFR
MEKK3 PB1 HTS – MEKK3-MEK5 PB1 interaction, increase or decrease | bead-based flow cytometry, Alexa488-MEK5 binding to MEKK3; actives lie on both sides; 0 = blocked by unlabeled MEK5, 100 = vehicle | binding response (% of control), % at 10 µM | actives 1.4% (n = 290,000) | AID 1529;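 active = binding response more than 3 SD above or below the average of its plate-row segment, actives on both sides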;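 note: Alexa488 bead fluorescence after subtracting the streptavidin-only scavenger bead signal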
Target sequence (Q99759 whole entry, looked up): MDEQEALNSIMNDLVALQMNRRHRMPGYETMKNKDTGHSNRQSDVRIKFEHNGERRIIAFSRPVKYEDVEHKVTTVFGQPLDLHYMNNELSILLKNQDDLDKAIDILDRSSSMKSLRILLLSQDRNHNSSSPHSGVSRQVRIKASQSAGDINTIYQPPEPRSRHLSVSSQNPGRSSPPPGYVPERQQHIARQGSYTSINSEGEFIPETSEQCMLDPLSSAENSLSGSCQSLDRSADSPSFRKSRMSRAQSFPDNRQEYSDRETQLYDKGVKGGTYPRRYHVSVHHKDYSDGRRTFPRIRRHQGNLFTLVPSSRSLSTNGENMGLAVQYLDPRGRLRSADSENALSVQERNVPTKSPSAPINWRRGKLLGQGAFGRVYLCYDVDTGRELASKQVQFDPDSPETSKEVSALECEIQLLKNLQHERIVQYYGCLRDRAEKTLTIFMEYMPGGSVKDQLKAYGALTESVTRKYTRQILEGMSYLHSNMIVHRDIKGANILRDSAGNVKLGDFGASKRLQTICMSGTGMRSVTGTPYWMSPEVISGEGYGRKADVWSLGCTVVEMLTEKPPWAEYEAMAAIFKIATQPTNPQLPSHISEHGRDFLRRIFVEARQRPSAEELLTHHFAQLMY
V1aR counter – activates human V1a receptor in oxytocin agonist counter-screen | P37288 | CHO-V1R cells, Fluo-8 calcium fluorescence, agonist mode; 0% DMSO, 100% 3 nM vasopressin | activation, % at 3 µM | actives 0.25% (n = 320,000) | AID 2797;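 active = activation above the mean activation of all tested compounds plus 3 SD, per screening run, cut at about 20% in these data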;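 note: signal is peak over basal fluorescence ratio across a 100 second FLIPR read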
GPR7 antag – antagonists of human GPR7 (neuropeptides B/W receptor 1); GPR7-expressing cells, fluorescence antagonist assay; inhibition, % at 4.4 µM; AID 1861; P48145; actives 1.1% (n = 290,000); in the data active = inhibition above about 16%, passing the limit was not always enough;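 note: cells stimulated with the agonist NPW; 0% = agonist with vehicle and 100% = vehicle without agonist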
MEKK2 WT-MEK5 – raises or lowers MEK5 binding to wildtype human MEKK2 PB1 domain | bead flow cytometry, Alexa488-MEK5 binding to MEKK2 WT; actives lie on both sides | binding response (% of control), % at 10 µM | Q9Y2U5 | AID 1531 | actives 1.1% (n = 290,000); in the data active = binding response below about 67% or above about 130%
Starred values were filed as active, the others as inactive; . = not tested or not shown; [ ] = another dose, or the depositor's remark.

SMILES	MEKK2mut PB1 HTS	PHOSPHO1 inh	OXTR agonist	NALP1 inh	GalR3 antagonist	MEKK3 PB1 HTS	V1aR counter	GPR7 antag	MEKK2 WT-MEK5
CCC1(CC)C(=O)NC(=O)NC1=Nc1cccc(OC)c1	8	-11	0.8	31	-4	109	0.7	-12	106
NCc1cc2c3c(c1)CCCN3CCC2	18	11	0.8	20	-8	101	-1.1	-13	119
COc1ccc(CNC(=O)CCc2cc(OC)c(OC)c(OC)c2)cc1	5	36	0.2	4	-7	103	0.1	-10	109
CC(C)CCn1c(O)c(N=Nc2ccccn2)c2ccccc21	3	-4	-2.7	10	-9	105	-0.8	-5	114
O=C(O)c1cnn(-c2nc(-c3ccc(Cl)c(Cl)c3)cs2)c1C(F)(F)F	0	.	-0.7	-6	1	101	1.4	10	100
CCOc1c(Br)cc(C(N)=O)cc1OC	-7	18	-0.7	6	-2	93	0.1	-7	94
O=C(Nc1ccc(F)cc1)c1cc2cc(Cl)ccc2[nH]1	-2	31	2.1	18	-11	100	3.3	7	97
Cc1c(-n2c(SCC(=O)O)nnc2-c2ccccc2Cl)c(=O)n(-c2ccccc2)n1C	-2	2	1.0	16	-1	108	0.8	2	104
Cc1ccc(C(=O)N2CCN(c3cccc(C)c3C)CC2)o1	9	.	-1.2	1	-1	103	0.9	-13	106
COc1ccc(NS(=O)(=O)c2ccc(N3CCCC3)c(NC(=S)Nc3cccc(S(=O)(=O)N(C)C)c3)c2)cc1	-1	64*	3.8	-8	.	104	4.8	11	107
COc1ccccc1N1C(=O)c2cccc3c(Cl)ccc(c23)C1=O	4	40	0.8	22	-5	103	0.9	-1	99
NC(=Nc1ccc(Br)cc1)c1ccccc1	15	36	4.5	18	0	111	4.6	4	116

5 compounds out of the list, arranged by count of non-hydrogen atoms, falling.
SMILES	MEKK2mut PB1 HTS	PHOSPHO1 inh	OXTR agonist	NALP1 inh	GalR3 antagonist	MEKK3 PB1 HTS	V1aR counter	GPR7 antag	MEKK2 WT-MEK5
COc1ccccc1N1C(=O)c2cccc3c(Cl)ccc(c23)C1=O	4	40	0.8	22	-5	103	0.9	-1	99
CC(C)CCn1c(O)c(N=Nc2ccccn2)c2ccccc21	3	-4	-2.7	10	-9	105	-0.8	-5	114
Cc1ccc(C(=O)N2CCN(c3cccc(C)c3C)CC2)o1	9	.	-1.2	1	-1	103	0.9	-13	106
O=C(Nc1ccc(F)cc1)c1cc2cc(Cl)ccc2[nH]1	-2	31	2.1	18	-11	100	3.3	7	97
NCc1cc2c3c(c1)CCCN3CCC2	18	11	0.8	20	-8	101	-1.1	-13	119

Next section.
SMILES	MEKK2mut PB1 HTS	PHOSPHO1 inh	OXTR agonist	NALP1 inh	GalR3 antagonist	MEKK3 PB1 HTS	V1aR counter	GPR7 antag	MEKK2 WT-MEK5
CC(=O)N1CCN(CC(=O)Nc2c(Cl)cccc2Cl)CC1	0	11	0.8	10	-3	100	0.9	-1	99
Cc1cc(NC(=O)C2CCCCC2C(=O)O)ccc1NC(=O)c1ccccc1 (configuration not stated)	3	35	0.3	-38	0	101	0.8	-11	100
Cc1cc(Nc2ccc(C)c(C)c2)n2nc(C)nc2n1	5	6	-2.3	12	-1	107	-1.1	-8	108
Cc1ccc(C(=O)N/N=C\c2ccccn2)cn1	-4	15	0.9	-2	-2	103	-0.7	-7	100
O=C(CCNC(=O)C1CCN(S(=O)(=O)c2ccccc2)CC1)NCc1ccc(Cl)c(Cl)c1	9	-12	-0.7	3	2	106	1.4	6	114
COc1ccc(N(CC(=O)N/N=C(\C)c2ccccc2)S(=O)(=O)c2ccccc2)cc1	2	43	0.0	-50	-9	98	-0.2	-14	99
Cc1ccccc1-c1nc(CS(=O)CC(=O)NCc2ccc3c(c2)OCO3)c(C)o1 (configuration not stated)	5	37	-1.6	18	-9	102	1.5	-9	103
Cc1ccccc1NC(=S)NCC1CCN(C(C)c2ccccc2)C1 (configuration not stated)	7	-22	0.9	-9	-8	101	-1.0	13	115
COc1ccc(N(CC(=O)NCCC2=CCCCC2)S(C)(=O)=O)cc1	11	5	0.0	-26	-4	95	0.1	-1	101
Cc1cccc(C)c1NC(=O)C(=O)NCCCN1CCOCC1	-1	-3	-0.1	34	-6	61*[inhibitor]	0.3	4	93
COc1ccc(OC)c(C(=O)NC2CCSc3ccccc32)c1 (configuration not stated)	-2	11	-2.3	-7	-8	104	-0.5	-1	99
CN(C(=O)CCc1nc(-c2ccccc2F)no1)c1ccccc1	1	37	-0.2	-2	-1	108	1.6	-15	102

Reformatted: 2 of the compounds above.
mol | MEKK2mut PB1 HTS | PHOSPHO1 inh | OXTR agonist | NALP1 inh | GalR3 antagonist | MEKK3 PB1 HTS | V1aR counter | GPR7 antag | MEKK2 WT-MEK5
Cc1cccc(C)c1NC(=O)C(=O)NCCCN1CCOCC1 | -1 | -3 | -0.1 | 34 | -6 | 61*[inhibitor] | 0.3 | 4 | 93
COc1ccc(OC)c(C(=O)NC2CCSc3ccccc32)c1 (configuration not stated) | -2 | 11 | -2.3 | -7 | -8 | 104 | -0.5 | -1 | 99

The list continues:
SMILES	MEKK2mut PB1 HTS	PHOSPHO1 inh	OXTR agonist	NALP1 inh	GalR3 antagonist	MEKK3 PB1 HTS	V1aR counter	GPR7 antag	MEKK2 WT-MEK5
COc1ccc(C(=O)N2CCN=C2SCc2cccnc2)c(OC)c1	4	-5	0.5	-1	0	108	0.4	4	107
N#Cc1nc(COc2ccccc2Cl)oc1NCc1cccnc1	-1	-5	-1.3	20	-4	99	1.7	6	97
CCOc1ccc(-n2c(SCC(=O)N3CCC(C(=O)O)CC3)nc3ccccc3c2=O)cc1	4	6	0.2	6	-7	101	0.5	-2	100
FC(F)(F)C12CC(c3ccccc3)=NCCN1CCN2 (configuration not stated)	-1	5	7.7	-18	-6	99	1.7	-11	103
CCCc1cc(NCc2ccccn2)n2c(nc3ccccc32)c1C#N	0	0	-2.7	-3	-1	123	-0.5	-2	112
Nn1c(SCC(=O)Nc2ccc3c(c2)OCO3)nnc1C1CC1	2	-8	-0.2	7	-2	99	-0.1	4	102
CC(C)NC(=S)Nc1cccc2cnccc12	3	7	0.1	28	2	103	1.5	-3	107
CCOc1ccc(NC(=O)C(Cc2ccccc2)N2C(=O)c3cccc4cccc(c34)C2=O)cc1 (configuration not stated)	-1	7	0.0	7	1	100	0.4	-6	96
CCOc1ccc(OCC(=O)c2c(O)c3ccccc3oc2=O)cc1	-2	68*	-1.0	-5	-1	99	0.5	6	98
Cc1ccc(C(=O)N/C(=C\c2ccco2)C(=O)NCCCn2ccnc2)cc1	-1	-7	0.2	23	-12	107	0.1	-6	101
CN(C1CCCCC1)S(=O)(=O)c1cc2c(cc1Cl)NC(=O)CO2	1	33	0.0	1	-7	100	0.6	16	98
CCc1c(C)c2cc(Cl)c(O)c(CN(CC)CC)c2oc1=O	0	24	-0.5	2	-4	93	0.0	-10	102
COc1ccc(OC(C)C(=O)Nc2ccccc2F)cc1 (configuration not stated)	0	30	-0.2	8	-5	86	-0.1	1	103
CCN(CC)c1nc(C)nc2c1cnn2CCc1ccccc1	6	3	-1.4	0	-3	104	-1.0	-6	107
O=C(NC(C(=O)N/N=C/c1c2ccccc2cc2ccccc12)c1n[nH]c(=O)c2ccccc12)c1ccccc1 (configuration not stated)	.	33	-0.4	-14	1	.	-0.1	-6	.
Cc1ccc(-c2cc(-c3ccccc3)c(C#N)c(N)n2)o1	0	32	0.4	31	-5	108	1.1	2	106
COc1cc(C(=O)O)nc2ccccc12	-1	18	-0.7	-4	-7	96	0.6	0	97
CCOC(=O)C1CCN(C(=O)C2CCN(S(=O)(=O)c3cccc4nsnc34)CC2)CC1	1	24	-0.6	12	3	98	0.3	-2	101
Cc1ccc(NC2CCCN(C(=O)c3ccc(C)c(N4CCNC4=O)c3)C2)cc1C (configuration not stated)	8	22	-1.5	10	.	104	-0.6	-5	108
COc1ccc2ccccc2c1/C=N/NC(=S)Nc1cc(S(=O)(=O)N2CCOCC2)ccc1N1CCOCC1	1	5	0.2	14	9	133*	1.0	-1	104
CCN=C1S/C(=C\c2ccc(OC)c(OCC)c2)C(=O)N1CC	0	-4	-0.5	2	.	102	-1.3	-11	103
CCCn1c(=N)c(C(=O)NC2CCCC2)cc2c(=O)n3cccc(C)c3nc21	8	-11	-2.1	5	-2	98	-1.0	-1	100
CCc1nnc(NC(=O)COc2ccc3ccccc3c2)s1	2	4	0.9	12	-9	100	8.6	1	94
CCOC(=O)c1ccc(NC2=CC(=O)CC(c3ccco3)C2)cc1 (configuration not stated)	-2	39	-0.8	13	4	103	0.9	0	101

Another view of some results above.
molecule: CCOC(=O)c1ccc(NC2=CC(=O)CC(c3ccco3)C2)cc1 (configuration not stated)
  MEKK2mut PB1 HTS = -2	PHOSPHO1 inh = 39	OXTR agonist = -0.8	NALP1 inh = 13	GalR3 antagonist = 4	MEKK3 PB1 HTS = 103	V1aR counter = 0.9	GPR7 antag = 0	MEKK2 WT-MEK5 = 101
molecule: CCN(CC)c1nc(C)nc2c1cnn2CCc1ccccc1
  MEKK2mut PB1 HTS = 6	PHOSPHO1 inh = 3	OXTR agonist = -1.4	NALP1 inh = 0	GalR3 antagonist = -3	MEKK3 PB1 HTS = 104	V1aR counter = -1.0	GPR7 antag = -6	MEKK2 WT-MEK5 = 107

(more compounds)
SMILES	MEKK2mut PB1 HTS	PHOSPHO1 inh	OXTR agonist	NALP1 inh	GalR3 antagonist	MEKK3 PB1 HTS	V1aR counter	GPR7 antag	MEKK2 WT-MEK5
CN(C)c1ccc(C(CNC(=O)c2ccc(F)cc2)c2c[nH]c3ccccc23)cc1 (configuration not stated)	-2	-20	-1.8	17	-8	92	-0.7	-18	100
COc1ccc(C(NC(=O)c2cccc(F)c2)c2ccccc2)cc1 (configuration not stated)	7	1	-1.0	22	-3	102	0.1	-2	88
CCC(CC)COC(=O)C1=C(C)NC(=O)NC1c1ccc(OC)cc1 (configuration not stated)	3	13	-1.9	5	-9	94	-1.4	-1	96
CC(C)(C)C(=O)CSc1nc(N)cc(=O)[nH]1	8	8	0.8	18	-2	105	0.1	-13	108
CCN(CC(=O)Nc1ccccc1OC)CC(=O)Nc1c(Cl)ccc(C)c1Cl	-12	9	-1.6	6	1	99	3.7	-1	89
COc1cc2ncnc(NCc3ccccc3)c2cc1OC	19	4	0.3	27	1	114	0.5	-9	118
CCOC(=O)c1cccc(-n2c(-c3ccc(OC)cc3)nc3nc4ccccc4nc32)c1	0	1	.	25	.	134*	.	6	94
CCCc1nc2ccccc2c(C(=O)OCC(=O)Nc2cccc(S(=O)(=O)N3CCOCC3)c2)c1CC	7	12	-0.8	8	5	103	3.7	-15	120
Cc1cccc(C(=O)N2CCC(c3nc(-c4ccc(S(=O)(=O)N5CCOCC5)cc4)no3)CC2)c1	0	45	0.9	2	4	98	0.9	-7	98
CCOC(=O)c1c(-c2ccc(OC)cc2)csc1NC(=O)CSc1ccccc1	2	3	2.3	11	-3	104	1.6	-3	104
CCC(C)c1cc(S(=O)(=O)N2CCOCC2)ccc1OC (configuration not stated)	-3	19	-1.3	.	4	103	-1.2	-9	102
COC(=O)C(CCSC)NC(=O)c1cc2c(n(-c3ccccc3)c1=O)CC(C)(C)CC2=O (configuration not stated)	0	3	-1.1	-10	-2	101	-0.1	-2	103

Source: PubChem BioAssay

No enrichment for hits; about 5.4% have a hit in one of these screens.
